Screening data from PubChem.
EphA4 KYL inhibition: inhibitors of EphA4 binding to KYL peptide, primary screen, biochemical, colorimetric, mouse EphA4 (AID 689); EphA4-AP binding to KYL peptide, pNPP A405; higher % means a stronger effect; one-dose inhibition, % at 10 µM; IC50 in µM for titrated hits; hit rate 0.1% among 62,000; in the data active = a potency from the dose series; inactive = the rest, 99 in 100 with inhibition below about 22%
Active calls of the source: *; & = joins results of further samples. An excerpt; rates above refer to the full screens.

EphA4 KYL inhibition | Molecule
-6% | COc1ccccc1CNC(=O)C(CCSC)NC(=O)C1CCC(C)CC1 (centres undefined)
2% | O=C(Cc1ccccc1)N/N=C/c1cccs1
0% | O=C(Nc1ccc(O)cc1)C1CCCO1 (centres undefined)
-7% | CC1CCCN(Cc2nc3c(c(=O)n(C)c(=O)n3C)n2CC(N)=O)C1 (centres undefined)
15% | CCCCN(C)c1nc(-c2ccco2)c2c(c1C#N)CC(C)(C)OC2
-1% | Cc1cc(C)n(-c2nc3nonc3nc2Nc2cccc(C)c2C)n1
28% | O=C(Cn1ncn2c(cc3ccccc32)c1=O)NCc1ccco1
-20% | CN=C(Nc1cc(C)nn1CCC#N)c1ccccc1F
-9% | CSc1cccc(NC(=O)Nc2ccc(Cl)cc2)c1
-16% | CC(=O)Nc1ccc(S(=O)(=O)n2nc(-c3ccc(C)cc3)nc2N)cc1
-15% | Cc1ccccc1CS(=O)(=O)c1snnc1C
6% | CCCn1c(N)c(C(=O)CSc2nc3ccccc3n2CCC#N)c(=O)n(C)c1=O
-10% | COC(=O)C(C)NC(=O)C(c1ccccc1)c1ccccc1 (centres undefined)
-10% | Cc1ccc(NC(=O)CN2CCCCCC2)c(Br)c1
9% | COc1ccc(OC)c(Cn2c(O)c(/C=C3\C=CC=N3)c(=O)[nH]c2=O)c1

The listing continues:
EphA4 KYL inhibition | Molecule
-4% | COc1cc(C(=O)Oc2ccccc2/C=N/NC(=O)c2ccc(C)cc2)cc(OC)c1OC
-5% | C/C(=N\NC(N)=O)C1CC1(C)C(C)(C)C (centres undefined)
-14% | COc1ccc(NC(=O)CN2CCN(c3ccc(F)cc3)CC2)cc1Cl
13% | COC(=O)[C@@H](NC(=O)NCc1cccc(OC)c1)C(C)C
-8% | CCCCn1c(O)c(C(CC)=Nc2ccc3c(c2)CCC3)c(=O)[nH]c1=O
2% | COc1cccc(/C=C2/C(=O)NN(c3ccc(C)c(C)c3)C2=O)c1
-3% | O=C(O)c1ccc(NC(=O)c2ccccc2NC(=O)c2cccs2)cc1
-8% | COCCNc1cc(C)nc2c3c(C)cc(C)nc3nn12
-2% | Cc1cc(C)n(Cc2ccc(C(=O)NCc3ccco3)o2)n1
5% | Cc1ccc2c(c1)N(CCC(=O)NCc1ccco1)C(=O)CO2
3% | O=C(CN1CCN(Cc2ccccc2)CC1)NC(=O)NCc1ccco1
-6% | Cc1nc(N2CCOCC2)c2cc(-c3ccccc3)sc2n1
-18% | COCCn1c(=O)[nH]c2cc(C(=O)NCCN3CCN(c4ccccc4)CC3)ccc2c1=O
-4% | Cc1ccc(S(=O)(=O)N(C)CC(=O)N2CCN(C(=O)c3ccco3)CC2)cc1
20% | CC(C)NC(=O)c1cc(-c2ccco2)nn1-c1ccc(Cl)cc1

The listing continues:
EphA4 KYL inhibition | Molecule
-1% | O=S(=O)(c1ccc(F)cc1)c1nc(-c2ccc(F)cc2)oc1NCCN1CCOCC1
11% | COc1ccc(-c2csc(NC(=O)C3CCCCN3S(=O)(=O)c3ccccc3)n2)cc1 (centres undefined)
0% | Cc1ccc(C2CN(c3ccccc3)CC2C(=O)c2ccc(F)cc2)cc1 (centres undefined)
-6% | CC(=O)c1ccc(OCCCC(=O)NCC(c2ccco2)N(C)C)cc1 (centres undefined)
-7% | Cc1ccc(-c2cc(C(F)(F)F)n3nc(C(=O)N4CCCc5ccccc54)cc3n2)cc1
-4% | CCOC(=O)c1c(C=O)c(C)n(Cc2ccccc2)c1C
-2%&-6% | CCC(CO)N=CC1=C(O)C(C(=O)c2ccccc2)CCC1=O (centres undefined)
8% | C(=N\n1cnnc1)/c1cccn1-c1ccccc1
-4% | N#C/C(=N/Nc1ccccc1F)C(=N)N1CCOCC1
11% | COC(=O)c1ccccc1NC(=O)c1c(O)c2cccc3c2n(c1=O)CCC3
-6% | Cc1ccc(N2C(=O)[C@@H]3[C@H](C2=O)C2c4ccccc4C=CN2[C@@H]3C(=O)c2ccco2)cc1 (some centres undefined)
-12% | O=C(Nc1ccc(Cl)c(Cl)c1)c1cnn2c1NC(c1ccc(Br)cc1)CC2C(F)(F)F (centres undefined)
2% | O=S(=O)(Nc1ccccc1N1CCOCC1)c1ccc(Cl)s1
0% | C/C(O)=C(/N=O)C(=O)Nc1ccccc1
-6% | COc1ccc(S(=O)(=O)N2CCC(O)(c3ccc4c(c3)OCO4)CC2)cc1

By substructure, the compounds so far with an NH in an aromatic ring (3)
EphA4 KYL inhibition | Molecule
9% | COc1ccc(OC)c(Cn2c(O)c(/C=C3\C=CC=N3)c(=O)[nH]c2=O)c1
-8% | CCCCn1c(O)c(C(CC)=Nc2ccc3c(c2)CCC3)c(=O)[nH]c1=O
-18% | COCCn1c(=O)[nH]c2cc(C(=O)NCCN3CCN(c4ccccc4)CC3)ccc2c1=O

Additional records follow:
EphA4 KYL inhibition | Molecule
-5% | COc1ccc(NC(=O)CN(c2ccc(C)cc2)S(=O)(=O)c2ccc(OC)c(OC)c2)c(OC)c1
1% | COc1ccc(/C(C)=N\N=C2/NC(=O)C(Cc3ccc(C)cc3)S2)cc1 (centres undefined)
-8% | O=C(N=NC(=O)c1ccc2c(O)n(C3CCCCC3)c(O)c2c1)c1cccnc1
-6% | COC(=O)C1(S(=O)(=O)c2cc(Br)cc3c2N(C(C)=O)CC3)CC1
11% | CN(C)CC#CCCCCCCC#CCN(C)C
10% | Nn1c(SCc2cccc(C(F)(F)F)c2)nnc1-c1ccco1
8% | CSCCC(NS(=O)(=O)c1cccs1)C(=O)NCc1cccs1 (centres undefined)
-5% | CC1Cc2ccccc2N1C(=O)C1CCN(S(=O)(=O)Cc2ccccc2)CC1 (centres undefined)
-8% | COc1cccc(-c2cc(C(=O)NCCN3CCOCC3)no2)c1
-5% | O=CNCC(=O)NCCc1ccc(Cl)cc1
-13% | CCc1ccccc1N(CC(=O)N1CCN(c2ccccc2)CC1)S(C)(=O)=O
10% | c1ccc(Cn2nnc3c(NCC4CCCO4)ncnc32)cc1 (centres undefined)
-1% | C/C(=N/N=C1/c2ccccc2C(=O)C1C(=O)C(c1ccccc1)c1ccccc1)c1cccs1 (centres undefined)
-8% | O=C(O)CCN1/C(=C/C=Nc2ccccc2)Oc2ccccc21
-3% | CCCC(=O)Nc1ccc2c(c1)nc(CN1CCCCC1)n2C

The list goes on.
EphA4 KYL inhibition | Molecule
-9% | CNC(=S)Nc1ccc2nc(C)c(C)nc2c1
-5% | O=C(Nc1ccccc1-c1nnc(SCc2ccccc2)o1)c1ccccc1
1% | CC(=O)c1ccc(N2C(=O)[C@@H]3C(CCC(N)=O)NC4(C(=O)Nc5c4ccc(Cl)c5C)[C@@H]3C2=O)cc1 (some centres undefined)
-11% | CNC(=S)N1CCN(c2ccccc2OC)CC1
-13% | COc1ccc(CCn2c(=N)c(C(=O)NCc3ccco3)cc3c(=O)n4cccc(C)c4nc32)cc1
11% | Cc1ccccc1CS(=O)(=O)Cc1ccc(C(=O)NCC2CCCO2)o1 (centres undefined)
-8% | CC1=C(C(=O)Nc2ccc(C)cc2C)C(c2ccc([N+](=O)[O-])cc2)n2ncnc2N1 (centres undefined)
-5% | O=C(NCc1ccccc1)c1ccc(Cl)cc1[N+](=O)[O-]
-12% | CN(C)CCNC(=O)c1ccc(-c2nn(C)c(=O)c3ccccc23)cc1
12% | COc1ccc(-c2cc(C(=O)Nc3cc(C)nn3-c3ccccc3)no2)cc1
-8% | COc1ccc(-n2nnnc2-c2cnc(N3CCCC3)nc2C(F)(F)F)cc1
-1% | COc1cccc(C(=O)Nc2cc(C)ccc2NC(=O)COc2ccccc2)c1
-6% | O=C(N/N=C/C1CCCCC1)c1ccccn1
-10% | COc1cc(C=O)ccc1OCCSc1ccc(Cl)cc1
4% | Cc1ccccc1NC(=O)c1c(-c2c(F)cccc2Cl)noc1C

(listing goes on)
EphA4 KYL inhibition | Molecule
-7% | O=C(Nc1ccccc1)O/N=C/c1ccccc1Cl
-5% | O=C(O)c1ccc(-n2c(-c3cc(-c4ccco4)[nH]n3)n[nH]c2=S)cc1
-7% | Cc1ccc(-c2cc(C)nc3ncnn23)cc1
2% | O=C(O)c1ccc(C(=O)O)c(C(=O)NCCc2ccccc2)c1
-9% | Cc1oc(-c2ccc(Cl)cc2)nc1CS(=O)CC(=O)NCCN1CCCC1 (centres undefined)
-5% | CCC(C)NC(=O)Cc1cn(C)c2ccccc12 (centres undefined)
-8% | C=CCOC(=O)C1=C(C)OC(N)=C(C#N)C1c1ccc(F)cc1 (centres undefined)
6% | O=C(CNS(=O)(=O)c1ccc(C(=O)N2CCOCC2)cc1)N1CCOCC1
-3% | CN(C(=O)c1cc2n(n1)C(C(F)(F)F)CC(c1ccco1)N2)c1ccc(OC(F)(F)F)cc1 (centres undefined)
2% | COc1ccc(OC)c(N(CC(=O)NC2CC2)S(=O)(=O)c2ccc(C)cc2)c1
-2% | O=C(NCc1ccccc1)c1ccc(F)c(S(=O)(=O)N2CCOCC2)c1
-41%&-12% | CCOC(=O)c1c(C)nc2c(c1C)/C(=N/O)CC(C)(C)C2
-14% | CC12CCC(C(=O)Nc3ncc([N+](=O)[O-])s3)(OC1=O)C2(C)C (centres undefined)
2% | Cc1nc(SCC(=O)Nc2ccccc2)c2oc3ccccc3c2n1
-4% | COc1ccc2c(Cl)c(C(=O)NCCCn3ccnc3)sc2c1Cl

Carrying on.
EphA4 KYL inhibition | Molecule
-2% | CCOc1ccc2nc(SCC(=O)Nc3cccc(C)c3)sc2c1
-12% | Cc1cccc(N2C(=O)c3ccc(Oc4cccc([N+](=O)[O-])c4)cc3C2=O)c1C
5% | COc1cc(C)c(S(=O)(=O)NCc2ccc3c(c2)OCO3)cc1C
-6% | C=CCn1c(SCC(=O)Nc2nnc(CC)s2)nnc1-c1cccnc1
0% | O=S(=O)(c1cccc2nsnc12)N1CCN(C(c2ccccc2)c2ccccc2)CC1
-1% | COc1cc(OC)c(C2N(c3ccc(Cl)c(Cl)c3)C(=O)C3CCCN32)cc1OC (centres undefined)
4% | COC(=O)C1=C(C)N(c2ccc(OC)cc2)C(=O)/C1=C\c1ccc(O)c(OC)c1
-3% | COc1ccccc1CC1CC(=O)N(c2ccc([N+](=O)[O-])cc2)C1=O (centres undefined)
-6% | NC(=O)CSc1nnc(Cc2ccc3c(c2)OCO3)n1C1CCCCC1
-5% | O=C(Nc1ccc2c(c1)OCO2)c1ccccc1SCC(=O)N1CCCC1
10% | COC(=O)CN1C(=O)C2(C(C#N)=C(N)Oc3cc(C)oc(=O)c32)c2ccccc21 (centres undefined)
-7% | Cn1c(CSc2nnc(SCc3ccccc3)s2)nc2ccccc21
-9% | O=C(C1CC1(c1ccccc1)c1ccccc1)N1CCOCC1 (centres undefined)
-1% | Cc1ccc(/C=N/N2C(=S)SC(C)(C)C2N(O)C(=O)Nc2ccc([N+](=O)[O-])cc2)cc1 (centres undefined)
1% | CCOc1ccc(NC(=O)CN(C)CC(=O)Nc2ccccc2C#N)cc1OCC

Next compounds
EphA4 KYL inhibition | Molecule
-11% | COc1cccc(-c2cc(C(=O)Nc3ccccc3SC)no2)c1
-5% | CCN(CC)c1nc2c(s1)C(=O)NCCC2
-2% | COc1ccc(CCNC(=O)C2CCN(S(=O)(=O)N3CC(C)CC(C)C3)CC2)cc1OC (centres undefined)
-15% | O=[n+]1c2c(n([O-])c3cc(F)c(F)cc31)CCCC2
11% | Cc1ccc(N(CC(=O)Nc2cccc(C)c2)S(=O)(=O)c2cccc3nonc23)cc1
-6% | O=[N+]([O-])c1ccc(N2CCNCC2)cc1Sc1cccc2cccnc12
-11% | CCC(C)(C(=O)NC1CCCC1)N(C(=O)c1cnccn1)c1ccccc1 (centres undefined)
-8% | CC(C)NS(=O)(=O)c1ccc(NC(=O)C2CC3C=CC2C3)cc1 (centres undefined)
-4% | O=C(c1ccccc1)c1nc2ccccc2[nH]c1=O
-3% | O=S(=O)(Nc1ccc(O)cc1)c1ccc(F)cc1
-9% | COc1ccc(CNC(=O)/C=C/c2ccccc2)cc1
1% | CSCC[C@@H](C(=O)O)N1Cc2ccccc2C1=O
-5% | O=CN1N=C(c2ccccc2)CC1(O)C(F)(F)F (centres undefined)
-1% | Cc1noc(C)c1COC(=O)Cn1c(C)nc2ccccc21
8% | O=C(CSc1n[nH]c(-c2ccccc2)n1)NC(=O)NCc1ccco1

Continuation:
EphA4 KYL inhibition | Molecule
-7% | COCCCNC(=O)c1ccccc1Oc1ccccc1
-2% | Cc1cccc(NC(=O)CCN2C(=O)c3ccccc3C2=O)n1
-4% | CC(C)CNC(=S)NC1CC2CCC(C1)N2Cc1ccccc1 (centres undefined)
0% | COc1cc(-c2ccccc2)nc(N)n1
-10% | CC1CCc2c(C(=O)NCCN3CCOCC3)csc2C1 (centres undefined)
-15% | O=C(CSCCO)Nc1nccs1
-9% | CCOc1ccccc1-n1c(SCC(=O)Nc2nccs2)nnc1-c1ccoc1C

Entries listed so far that have an aryl thioether with sulfur outside any ring:
EphA4 KYL inhibition | Molecule
-9% | CSc1cccc(NC(=O)Nc2ccc(Cl)cc2)c1
6% | CCCn1c(N)c(C(=O)CSc2nc3ccccc3n2CCC#N)c(=O)n(C)c1=O
10% | Nn1c(SCc2cccc(C(F)(F)F)c2)nnc1-c1ccco1
-5% | O=C(Nc1ccccc1-c1nnc(SCc2ccccc2)o1)c1ccccc1
-10% | COc1cc(C=O)ccc1OCCSc1ccc(Cl)cc1
2% | Cc1nc(SCC(=O)Nc2ccccc2)c2oc3ccccc3c2n1
-2% | CCOc1ccc2nc(SCC(=O)Nc3cccc(C)c3)sc2c1
-6% | C=CCn1c(SCC(=O)Nc2nnc(CC)s2)nnc1-c1cccnc1
-6% | NC(=O)CSc1nnc(Cc2ccc3c(c2)OCO3)n1C1CCCCC1
-5% | O=C(Nc1ccc2c(c1)OCO2)c1ccccc1SCC(=O)N1CCCC1
-7% | Cn1c(CSc2nnc(SCc3ccccc3)s2)nc2ccccc21
-11% | COc1cccc(-c2cc(C(=O)Nc3ccccc3SC)no2)c1
-6% | O=[N+]([O-])c1ccc(N2CCNCC2)cc1Sc1cccc2cccnc12
8% | O=C(CSc1n[nH]c(-c2ccccc2)n1)NC(=O)NCc1ccco1
-9% | CCOc1ccccc1-n1c(SCC(=O)Nc2nccs2)nnc1-c1ccoc1C
